Screening results from PubChem BioAssay.
PGE2 EP2 inh: human EP2 receptor antagonists, primary screen, TR-FRET cAMP, C6 glioma cells. Prostaglandin E2 receptor EP2 subtype (Homo sapiens), P43116. C6 glioma cells expressing human EP2; cells stimulated with saturating PGE2. inhibition, % at 25 µM. 260,000 compounds, 0.52% hits. AID 1422, 2008;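 active means percent inhibition above 40 after rounding to a whole number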;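 further: rat C6 glioma host cells with rolipram phosphodiesterase inhibitor present; the protocol text gives 20 µM as final concentration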
Target sequence (P43116 whole entry, looked up): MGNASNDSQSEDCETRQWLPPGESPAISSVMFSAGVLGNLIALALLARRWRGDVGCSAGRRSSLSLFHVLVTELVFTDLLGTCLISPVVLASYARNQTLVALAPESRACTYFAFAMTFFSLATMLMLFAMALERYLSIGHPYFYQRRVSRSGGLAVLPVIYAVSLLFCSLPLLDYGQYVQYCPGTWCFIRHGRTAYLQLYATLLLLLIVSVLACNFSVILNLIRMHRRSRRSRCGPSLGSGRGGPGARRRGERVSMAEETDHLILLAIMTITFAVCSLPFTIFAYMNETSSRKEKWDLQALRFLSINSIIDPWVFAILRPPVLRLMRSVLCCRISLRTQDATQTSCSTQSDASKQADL
Runt-SMMHC FRET: inhibitors of RUNX1 Runt–CBFb-SMMHC binding, primary screen, biochemical, FRET, Cerulean-Runt, Venus-CBFb-SMMHC, uHTS; AID 1434, 2008; Runt-related transcription factor 1 (Homo sapiens) + Core-binding factor subunit beta …; 220,000 compounds, 0.74% hits; Cerulean-Runt/Venus-CBFb-SMMHC FRET ratio 530/480, 1 h; inhibition, % at 20 µM;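 active means mean inhibition across duplicate retests at 20 µM reaching about 50%, limit read from the data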;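 further: 0% = DMSO wells and 100% = wells with excess untagged CBFb-SMMHC; inhibitors lower the FRET ratio by blocking Runt binding to CBFb-SMMHC; some results filed as inactive read as strong as hits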
Target sequence (Q01196 whole entry, looked up): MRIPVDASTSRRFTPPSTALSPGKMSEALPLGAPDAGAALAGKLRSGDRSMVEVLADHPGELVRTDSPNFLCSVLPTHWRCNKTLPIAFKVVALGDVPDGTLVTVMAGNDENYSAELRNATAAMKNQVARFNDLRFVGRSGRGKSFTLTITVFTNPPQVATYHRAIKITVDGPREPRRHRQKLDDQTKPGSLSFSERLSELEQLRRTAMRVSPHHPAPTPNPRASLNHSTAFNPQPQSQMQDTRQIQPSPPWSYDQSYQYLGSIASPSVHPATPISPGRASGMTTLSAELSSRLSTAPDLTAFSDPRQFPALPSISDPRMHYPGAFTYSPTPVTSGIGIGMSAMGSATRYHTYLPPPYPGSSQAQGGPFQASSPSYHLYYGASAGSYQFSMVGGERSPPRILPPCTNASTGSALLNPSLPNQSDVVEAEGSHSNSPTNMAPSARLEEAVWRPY
Target sequence (Q13951 whole entry, looked up): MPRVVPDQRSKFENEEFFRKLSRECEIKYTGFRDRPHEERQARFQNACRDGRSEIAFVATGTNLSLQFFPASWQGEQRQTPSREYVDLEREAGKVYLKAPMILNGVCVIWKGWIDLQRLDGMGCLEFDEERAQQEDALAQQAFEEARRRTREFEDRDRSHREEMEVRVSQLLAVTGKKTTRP
TNF necrop inh: inhibitors of TNF-alpha triggered necroptosis, primary screen, cell-based, Jurkat FADD-/-, single concentration | Jurkat FADD-/- TNF necroptosis rescue, ATP luminescence, 24 h; 0 = TNF only, 100 = no-TNF cells | activation (protection from cell death), % at 10 µM | 220,000 compounds, 0.068% hits | AID 463075, 2010;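 active means activation, meaning protection from cell death, of at least 50% relative to plate controls; inactive means activation below 50%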;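 further: necroptosis triggered by 40 ng/mL TNF-alpha added together with compound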
RBBP9 inhibitor: human RBBP9 inhibitors, primary screen, biochemical, fluorescence polarization, FP-Rh probe, HTS; Serine hydrolase RBBP9 (Homo sapiens), O75884; recombinant RBBP9; inhibition, % at 7.94 µM; 220,000 compounds, 0.2% hits;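 active means inhibition above the campaign mean of all tested compounds plus 3 SD, cut at about 14% in these data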;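 further: plate controls were DMSO wells with RBBP9 for no effect and wells lacking RBBP9 protein for full effect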
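Material: RBBP9 protein. Amount: RBBP9 at 2.5 µM in dispensed solution, before mixing. Schedule: 30 min then 45 min, 25 °C. Medium: Tris buffer pH 8.0, NaCl, Pluronic. Measured by: fluorescence polarization. Measure: percent inhibition from mP, scaled between DMSO and no-protein wells. Replication: one well per compound.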
PERK inh: block of dimerizer-induced PERK translation repression, primary screen, PERK inhibitor project, CHO PERK-DD cells, SEAP luminescence, HTS | Eukaryotic translation initiation factor 2-alpha kinase 3 (Homo sapiens), Q9NZJ5 | CHO PERK-DD fusion, SEAP luminescence translation reporter | inhibition, % at 5.6 µM | 220,000 compounds, 0.17% hits;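 active means inhibition above the mean inhibition of all tested compounds plus 3 SD, set separately per screening campaign, cut at about 2.9% in these data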;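 further: PERK kinase domain activated by AP20187 dimerizer at 100 nM; 0% = DMSO with dimerizer and 100% = rapamycin at 8.4 µM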
Hck Nef HTS: inhibitors of Nef-activated human Hck kinase, primary screen, biochemical, Z-Lyte FRET, 384-well, Hck-YEEI | 220,000 compounds, 0.68% hits | inhibition, % at 20 µM | Tyrosine-protein kinase HCK (Homo sapiens), P08631 | AID 463187, 2010 | Recombinant Hck-YEEI plus Nef, Z-Lyte FRET kinase assay;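 active means Hck-Nef kinase inhibition above about 50%, limit read from the data; inactive means inhibition below that limit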;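 further: 0% = DMSO with Hck plus Nef and 100% = Hck alone without Nef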
Runt-CBFb FRET: inhibitors of RUNX1 Runt–CBFb binding, primary screen, biochemical, FRET, Cerulean-Runt, Venus-CBFb, uHTS. Cerulean-Runt/Venus-CBFb FRET ratio 530/480, 1 h. inhibition, % at 20 µM. 220,000 compounds, 0.46% hits. AID 1496, 2009;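 active means inhibition over about 50% at 20 µM in the single-dose screen, limit read from the data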;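 further: 0% = DMSO wells and 100% = excess unlabeled CBFb competitor control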
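Measured by: fluorescence energy transfer, 422 nm excitation, 530/480 nm emission; test system: Cerulean-tagged RUNX1 Runt domain (FRET donor) fusion protein; buffer or medium: Tris pH 7.5 buffer with BSA; compound: one dose, 20 µM compound, 1% DMSO; times: two 1 h room-temperature incubations shielded from light; benchmarks: unlabeled CBFb 5 µM, positive control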
EP2 modulator: EP2 receptor modulators, cAMP readout, primary screen, cell-based, HTRF cAMP, PGE2 stimulation; Prostaglandin E2 receptor EP2 subtype (Homo sapiens), P43116; EP2-expressing cells, cAMP HTRF FRET, PGE2 co-stimulation; induction, % at 25 µM; 260,000 compounds, 0.83% hits; AID 940, 2007;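 active means compounds whose cAMP rise, as percent of the full-agonist control response, exceeds 60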;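 further: rat C6 glioma line stably carrying human EP2 under a CMV promoter; the protocol text gives 20 µM as final concentration; 100% = response of wells given 1 µM PGE2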
L929 necroptosis: inhibitors of zVAD-triggered necroptosis, primary screen, L929 cells. L929 zVAD necroptosis rescue, ATP luminescence, 24 h; with zVAD 60 µM. viability rescue, % at 10 µM. 220,000 compounds, 0.38% hits;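 active means activation, scaled between plate controls, above about 75%, limit read from the data; inactive means activation under that limit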;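 further: 0% = zVAD with DMSO and 100% = DMSO alone without zVAD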
* = called active by the depositor; nt = not tested or not shown; & = joins results of further samples.

SMILES	PGE2 EP2 inh	Runt-SMMHC FRET	TNF necrop inh	RBBP9 inhibitor	PERK inh	Hck Nef HTS	Runt-CBFb FRET	EP2 modulator	L929 necroptosis
CSc1cccc(CN2CCC(CO)(Cc3cccc(C(F)(F)F)c3)CC2)c1	6	-6	4.3	-5	1.7	12	0	-31	1.4
O=C(Nc1ccccc1)Nc1nnc(/C=C/c2ccccc2Cl)s1	10	43	1.0	-10	0.7	19	12	2	3.0
O=C(NC1CC1)C1CCN(c2ccc(S(=O)(=O)N3CCOCC3)cc2)CC1	10&10	-2	0.8	-6	0.7	-1	0	1&21	-0.3
CC(C)CCNC(=O)c1cccc(C(=O)NCCC(C)C)c1	15	1	1.6	-5	-0.5	-11	-2	7	-0.8
Cc1nc2ccc(NC(=O)c3cccc(S(=O)(=O)N4CC(C)OC(C)C4)c3)cc2s1 (stereo unspecified)	12	-3	-1.3	-9	-0.9	-1	-1	-30	0.3
CC1(C)CC(=O)C(C(c2ccncc2)C2C(=O)CC(C)(C)CC2=O)C(=O)C1	9	2	0.2	-8	0.8	1	-3	nt	0.2
C(=N\N1CCN(c2ccccn2)CC1)/c1ccco1	5	-3	-0.3	-4	-0.2	27	3	11	1.3
CCNC(=S)N(Cc1ccc2c(c1)OCO2)C1CC(=O)N(c2ccc(OC)cc2)C1=O (stereo unspecified)	11	2	-3.6	1	-0.5	2	0	7	-0.2
Cc1c(NS(=O)(=O)c2cccc(C(=O)NCc3ccccc3)c2)c(=O)n(-c2ccccc2)n1C	nt	3	0.0	-12	-0.2	-1	1	-20	2.0
Cc1ccc(C)c(C(=O)n2cnnc2N)c1	2	-1	-1.3	-2	0.9	0	1	29	0.2
O=C(Nc1sc2c(c1C(=O)O)CCCC2)c1cccs1	8	-2	0.3	-6	0.0	4	0	-13	-0.1
Fc1ccc(-c2nnc(CN3CCC(c4nc5ccccc5s4)CC3)o2)cc1	10	0	2.3	-6	0.3	-1	-3	-46	2.7
CCCCCc1ccc(S(=O)(=O)Nc2cc(C)ccn2)cc1	1	-1	1.1	1	1.9	1	0	10	1.2
CCn1cc(C(=O)NCC2CCCO2)c(=O)c2cc(S(=O)(=O)N3CCCCCC3)ccc21 (stereo unspecified)	7	2	-2.9	3	-0.8	2	-3	-12	-0.4
COc1cc(NC(=O)C(=O)Nc2ccc3nc4n(c(=O)c3c2)CCCCC4)cc(OC)c1OC	0	-8	2.5	2	-2.1	4	4	-16	-0.1
COc1ccc(N2C(=O)/C(=C\c3ccco3)N=C2SCC(N)=O)cc1Cl	6	-10	-4.8	-7	0.0	17	3	-44	3.3
COc1ccc(S(=O)(=O)NCc2ccco2)cc1N(C)S(=O)(=O)c1ccccc1	4	-6	0.3	-5	0.2	4	0	1	0.1
COc1ccccc1-c1cc(C(F)(F)F)nc(S(=O)(=O)CCCC(=O)Nc2cc(C)on2)n1	3	2	-11	5	0.2	-1	0	-34	0.4
COC(=O)c1sccc1-c1ccc(C(N)=O)o1	6	-1	-1.5	-3	2.1	-24	0	-13	-0.3
CC(=O)/C=C(\C)Nc1ccc(-c2cnc(-c3ccccc3)o2)cc1	20	4	-4.0	-3	1.5	11	0	-26	96*
CC(=C1C(=O)c2ccccc2C1=O)N1CCc2ccccc2C1	17	-4	-4.4	-5	0.5	1	0	-19	0.1
C=CCN1C(=O)C(Cc2ccc(OC)cc2)S/C1=N/N=C/c1ccco1 (stereo unspecified)	2	-1	-1.6	-12	-1.0	-1	8	6	-0.4
O=C(Nc1ccc(-n2ccnc2P(=O)(O)c2ccccc2)cc1)c1ccccc1Br	nt	36	-1.4	2	-0.4	5	20	4	1.0
CN1C(=O)c2ccccc2C(C(=O)NCCCN2CCCC2=O)C1c1c[nH]c2ccccc12 (stereo unspecified)	12	4	-0.4	2	1.0	-2	1	21	0.5
CCCC(=O)NC(=S)Nc1ccc(S(=O)(=O)Nc2ccc(OCC)cc2)cc1	6	-1	3.7	-6	0.4	7	-1	-3	7.9
O=C(Nc1ccc2c(c1)OCO2)c1ccc(NC2CC2)c([N+](=O)[O-])c1	5	0	-5.5	-6	-1.0	2	0	-41	0.4
CCOC(=O)N1C=CC(C)=C[C@@H]2[C@@H](N3C(=O)c4ccccc4C3=O)C(=O)N21	2	-4	0.5	-4	1.2	-2	-2	33	1.0
O=C(Nc1ccccc1)Nc1csc2ccccc12	10	2	3.9	5	0.4	-1	4	-59	1.4
CCOC12NC(=O)CC(=O)N1C(c1ccccc1)=CS2 (stereo unspecified)	20	3	2.4	-5	1.0	-7	-1	-16	1.9
CCOC(=O)c1c(C)[nH]c(C)c1-c1ccccc1OC	6	2	-6.1	-8	0.0	1	9	26	0.0

Only Runt-SMMHC FRET and EP2 modulator, for some of the entries so far:
Structure | Runt-SMMHC FRET | EP2 modulator
C=CCN1C(=O)C(Cc2ccc(OC)cc2)S/C1=N/N=C/c1ccco1 (stereo unspecified) | -1 | 6
CCOC(=O)c1c(C)[nH]c(C)c1-c1ccccc1OC | 2 | 26
CCOC(=O)N1C=CC(C)=C[C@@H]2[C@@H](N3C(=O)c4ccccc4C3=O)C(=O)N21 | -4 | 33

An excerpt of these results, as a markdown table.
| compound | PGE2 EP2 inh | Runt-SMMHC FRET | TNF necrop inh | RBBP9 inhibitor | PERK inh | Hck Nef HTS | Runt-CBFb FRET | EP2 modulator | L929 necroptosis |
| --- | --- | --- | --- | --- | --- | --- | --- | --- | --- |
| CCOC(=O)c1c(C)[nH]c(C)c1-c1ccccc1OC | 6 | 2 | -6.1 | -8 | 0.0 | 1 | 9 | 26 | 0.0 |
| O=C(Nc1ccc(-n2ccnc2P(=O)(O)c2ccccc2)cc1)c1ccccc1Br | nt | 36 | -1.4 | 2 | -0.4 | 5 | 20 | 4 | 1.0 |
| CN1C(=O)c2ccccc2C(C(=O)NCCCN2CCCC2=O)C1c1c[nH]c2ccccc12 (stereo unspecified) | 12 | 4 | -0.4 | 2 | 1.0 | -2 | 1 | 21 | 0.5 |
| O=C(Nc1ccc2c(c1)OCO2)c1ccc(NC2CC2)c([N+](=O)[O-])c1 | 5 | 0 | -5.5 | -6 | -1.0 | 2 | 0 | -41 | 0.4 |

Carrying on:
SMILES	PGE2 EP2 inh	Runt-SMMHC FRET	TNF necrop inh	RBBP9 inhibitor	PERK inh	Hck Nef HTS	Runt-CBFb FRET	EP2 modulator	L929 necroptosis
NC(=O)C1CCN(c2ccc(C(F)(F)F)cn2)CC1	3	2	-0.6	0	0.4	21	0	17	2.5
CCOC(=O)C1=NN(c2ccccc2)C2C(=O)N(c3ccccc3OC)C(=O)C12 (stereo unspecified)	6	-7	1.1	-8	0.9	-85	-5	-18	1.1
COc1ccc2c(c1)c(=O)oc1cc(OCC(=O)N3CCCC(C)C3)ccc12 (stereo unspecified)	8	-2	-0.6	-7	-0.1	0	1	-49	0.4
O=C(Nc1ccc(OC(F)(F)F)cc1)c1[nH]ncc1[N+](=O)[O-]	14	3	0.2	-3	0.5	25	0	-52	2.8
COC(=O)C1=C(N)Oc2cc(C)[nH]c(=O)c2C1c1cccnc1 (stereo unspecified)	21	3	-4.2	-7	1.1	1	-3	32	-0.1
COc1ccccc1-c1noc(CSc2nc(N)cc(=O)[nH]2)n1	8	-1	-2.1	-4	0.8	23	4	10	30
Cc1ccc(-c2nn(CC(=O)NCc3ccccn3)c(=O)c3ccccc23)cc1S(=O)(=O)N(C)C	5	-1	-0.9	-10	0.0	17	-3	9	-1.5
Cc1ccc(C(=O)NCc2n[nH]c(=S)n2-c2ccccc2)cc1[N+](=O)[O-]	5	9	-0.1	-5	0.9	19	3	19	3.0
CC(=O)Nc1cccc(NC(=O)C(=O)c2cn(CC(=O)N3CCCCC3)c3ccccc23)c1	7	-7	-0.9	-13	1.0	-6	-9	-41	0.2
CN1CCN(C(=O)Cn2c(=O)oc3cc(S(=O)(=O)NCc4ccccc4)ccc32)CC1	10	-2	-0.5	-6	-0.5	2	0	3	0.2
CCOC(=O)Cc1csc(NC(=O)C2C3C=CC(C3)C2C(=O)O)n1 (stereo unspecified)	11	-6	-0.3	-1	1.4	1	2	27	0.7
C=C(Br)CN1CCN(CC(=C)Br)CC1	9	-4	-2.0	-5	0.1	5	-1	1	0.7
CCCCOc1ccc(C(=O)OCC(=O)Nc2cc(C)on2)cc1	4	0	0.1	-2	1.5	19	-1	24	3.4
CC(C)Cn1c(N)c(C(=O)CCl)c(=O)n(C)c1=O	7	2	-18	-4	1.1	-1	0	11	-2.3
COc1ccccc1NC(=S)N1CCN(c2ccccn2)CC1	13	-3	2.1	-4	0.5	4	0	-81	-0.4
Cc1ccc(/C=C/C(=O)N2CC(C)CC(C)C2)o1 (stereo unspecified)	16	64	-2.2	-11	0.9	0	48	6	0.1
COc1ccc(C(=O)NCC(=O)OCc2ccc(Br)cc2)cc1	7	3	1.6	-6	0.3	2	1	-43	nt
CN1C(=S)SC(C)(C)C1N(O)C(=O)Nc1ccc(Cl)cc1 (stereo unspecified)	5	-5	2.0	-10	0.8	-12	2	-51	-0.4
CCOc1ccccc1OCCCOc1ccc(C)cc1Br	nt	-3	-3.1	-12	1.4	0	-4	39	0.0
COc1cc(NC(=O)c2cc(C(C)C)on2)cc(OC)c1OC	5	0	0.1	0	0.3	11	-1	-5	0.8
COc1ccccc1-c1cn[nH]c1-c1ccc(OCc2ccccc2F)cc1O	5	-3	1.0	-6	0.9	1	2	-44	0.1
CN(C)CCOCCOc1ccc(Cl)cc1Br	14	-2	5.0	-2	-1.1	-24	0	-15	0.4
O=C(NNC(=O)c1cccnc1SCc1cccc([N+](=O)[O-])c1)c1ccccn1	1	7	-7.6	4	0.8	5	4	18	49
CC1CCCN(Cc2nc3c(c(=O)n(C)c(=O)n3C)n2CCc2ccccc2)C1 (stereo unspecified)	18	-2	-1.1	4	-0.1	0	-2	38	-0.1

The list is partial, so the mix of outcomes need not match the whole.
